# High-throughput results deposited in PubChem BioAssay by Sanford-Burnham Center for Chemical Genomics.
# Artemis inh – inhibitors of human Artemis endonuclease activity; Q96SD1; recombinant Artemis, quenched FAM hairpin cleavage fluorescence; inhibition, % at 10 µM; hit rate 0.78% among 30,000; AID 686954;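 active = at 10 µM dose, at least 30% inhibition, measured as corrected fluorescence normalized to stimulator and neutral control wells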
# Target sequence (Q96SD1 whole entry, looked up): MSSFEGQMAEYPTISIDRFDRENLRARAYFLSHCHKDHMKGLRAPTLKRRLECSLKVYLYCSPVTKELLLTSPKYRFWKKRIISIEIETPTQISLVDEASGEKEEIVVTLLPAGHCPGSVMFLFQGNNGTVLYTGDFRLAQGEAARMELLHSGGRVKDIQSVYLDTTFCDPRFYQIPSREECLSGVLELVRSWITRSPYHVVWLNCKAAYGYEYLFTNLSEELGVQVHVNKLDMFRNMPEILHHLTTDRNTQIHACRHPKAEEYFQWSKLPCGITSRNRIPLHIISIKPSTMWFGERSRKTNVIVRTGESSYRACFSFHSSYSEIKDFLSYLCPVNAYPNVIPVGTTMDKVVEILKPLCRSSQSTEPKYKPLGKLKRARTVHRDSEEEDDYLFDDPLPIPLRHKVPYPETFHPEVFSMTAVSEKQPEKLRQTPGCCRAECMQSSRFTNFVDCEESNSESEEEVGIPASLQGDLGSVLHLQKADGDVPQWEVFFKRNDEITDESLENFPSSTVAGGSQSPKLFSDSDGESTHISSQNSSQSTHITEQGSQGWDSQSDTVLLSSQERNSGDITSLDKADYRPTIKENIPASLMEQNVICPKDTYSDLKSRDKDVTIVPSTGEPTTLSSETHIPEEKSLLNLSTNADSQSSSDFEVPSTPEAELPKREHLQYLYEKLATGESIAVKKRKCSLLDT
# An asterisk follows results filed as active. These rows are one share of the data, so the mix of outcomes need not match the whole.
Molecule,Artemis inh
Cc1n[nH]c(C)c1S(=O)(=O)NCCc1ccc(Cl)cc1,-11
O=C(COC(=O)c1cc(S(=O)(=O)N2CCOCC2)ccc1Cl)Nc1ccc2c(c1)OCO2,4
CCc1nc(SCC(=O)Nc2cc(C)on2)n[nH]1,-3
COCCCNc1nc2ccccc2nc1NS(=O)(=O)c1cccs1,-1
O=C(/C=C/Nc1ccccc1)c1ccccc1,-4
O=C(O)CCCC(=O)Nc1ccccc1Br,8
CC12CCC(C(=O)N(Cc3ccccc3)Cc3ccccc3)(OC1=O)C2(C)C (stereo not given),3
O=C(Nc1ccccc1)Nc1cc(Cl)cc(Cl)c1,2
Cc1ccc(-n2ncc(C#N)c2/N=C/N2CCOCC2)cc1,0
Cc1cc(C)c(S(C)(=O)=O)c(Oc2ccccc2C)n1,-4
O=C(O)CN1C(=O)Nc2ccc(Br)cc2C1c1ccccc1 (stereo not given),-3
CSC1=N/C(=C\C=C\c2cccs2)C(=O)S1,4
NC(=O)CC(NC(=O)OCc1ccccc1)C(=O)O (stereo not given),12
O=C(Cn1c(=O)oc2ccccc21)NCc1ccco1,-13
COc1cc(NC(=O)CS(=O)(=O)c2ccccc2)cc(OC)c1OC,1
CCOc1ccc(/C=C/C(=O)Nc2ccc(OC)cc2[N+](=O)[O-])cc1,-11
COCCNC(=O)C(c1ccc(F)cc1)N(Cc1ccco1)C(=O)CCC(=O)Nc1nccs1 (stereo not given),-2
CCOC(=O)c1[nH]c(C)c(/C(O)=C2\C(=O)C(=O)N(CCN(C)C)C2c2ccco2)c1C (stereo not given),0
COc1ccc(S(=O)(=O)N2CCC(C(=O)N3CCCCCC3)CC2)cc1,-5
N#Cc1c2n(c3c(=O)n(Cc4ccc(Cl)cc4)cnc13)CCCC2,8
Cn1ccc(C(=O)N2CCCc3ccccc32)n1,-1
CCn1c(SCC(=O)N2CCC(C(N)=O)(N3CCCCC3)CC2)nc2ccccc2c1=O,6
COCCNc1cc(C)nc2ccccc12,-19
CCOC(=O)c1ccc(N2C(=O)CC(N3CCC(O)(c4ccc(Cl)cc4)CC3)C2=O)cc1 (stereo not given),-2
Cn1c(Cl)c(/C=N/OC(=O)c2ccccc2Cl)c2ccccc21,-3
O=c1[nH]c(-c2ccccn2)nc2ccccc12,15
Cc1nc(CSc2ccc(Cl)cc2)cc(NCc2ccccc2)n1,4
CC1=C(C(=O)OC(C)C)C(c2ccncc2)n2ncnc2N1 (stereo not given),5
COc1ccc(C(=O)N/N=C/c2cc3ccccc3[nH]c2=S)cc1,12
CCN(CC)c1nc(C#N)cc(-c2ccc(OC)cc2)n1,1
CCCn1c(C)cc(=O)c2cc(NC(=O)c3ccccn3)ccc21,5
COc1ccc(-c2c(C#N)c(C)nc3c2C(=O)c2ccccc2-3)cc1,7
C=CCn1c(SCC(=O)Nc2sccc2C#N)nc2sc(C)c(C)c2c1=O,2
O=C(Nc1cccc2c1C(=O)NC2=O)c1ccc(S(=O)(=O)N2CCCC2)cc1,6
O=C(CNC(=O)c1ccccc1)OC(C(=O)Nc1cc(C(F)(F)F)ccc1Cl)c1ccccc1 (stereo not given),3
CCNC(=O)NC(=O)C(C)Sc1nnc(COc2ccccc2Cl)o1 (stereo not given),-5
Cn1nnc(NC(=O)CSc2ccc(Cl)cc2)n1,-1
CCOC(=O)C(Sc1n[nH]c(N)n1)c1ccccc1 (stereo not given),0
CC(=O)NC1C(=O)Nc2c1cccc2C(F)(F)F (stereo not given),1
Cc1c(C#N)c2ccccc2n1CC(=O)O,-5
Cn1nnnc1SCc1csc(Nc2ccccc2)n1,2
O=C(COc1ccccc1)Nc1cccc2c1CCCC2,3
O=C1CN(c2ccc(Cl)cc2)C(=O)CN1NC(=S)Nc1ccc(Cl)cc1,4
COc1ccc(CN(C(=S)Nc2ccccc2)C2CC(=O)N(c3ccc(Cl)cc3)C2=O)cc1 (stereo not given),0
Cc1onc(-c2c(F)cccc2Cl)c1C(=O)Nc1ccc(S(=O)(=O)Nc2ncccn2)cc1,-6
CCOC(=O)N1CCN(C(=O)C(c2ccccc2)c2ccccc2)CC1,1
O=C(Nc1sc2c(c1-c1nc3ccccc3[nH]1)CCCC2)C1CC1,-6
COc1ccccc1NC(=O)c1cc2ccccc2o1,-5
Cc1ccccc1NC(=O)c1ccc(-c2ccc(Cl)cc2Cl)o1,12
O=C(c1cc(-c2ccc(Cl)cc2Cl)on1)N1CCN(C(=O)c2ccco2)CC1,7
COc1ccc(C(C(O)C(=O)c2c[nH]c3ccccc23)N2CCN(c3ccccc3)CC2)cc1 (stereo not given),1
Cn1c(-c2ccc(Br)o2)nc2cc(Br)ccc21,-12
COC(=O)c1cc(-c2ccccc2)n[nH]1,-2
O=C(c1ccccc1)N1CCN(C2CCCCCC2)CC1,0
Cc1ccc(-c2c(C)sc(NC(=O)C3C4CCC(O4)C3C(=O)O)c2C(=O)OC(C)C)cc1 (stereo not given),21
CC(=O)/C(C(=N)N1CCN(C(c2ccccc2)c2ccccc2)CC1)=C(\C)O,1
O=C(CN1C(=O)S/C(=C/c2cccs2)C1=O)N1CCOCC1,0
CCc1nnc(NS(=O)(=O)c2ccc(N/C=C\C(=O)c3ccc(C)cc3)cc2)s1,21
COc1ccc(S(=O)(=O)N(CC(N)=O)C2CCCCC2)cc1Cl,-15
O=C(COc1ccccc1)Nc1ccc(-c2nnc(-c3ccco3)o2)cc1,8

# Remaining list, next part
Molecule,Artemis inh
Cc1ccc(NC(=O)CCC(=O)OCCCC(F)(F)C(F)(F)F)cc1,-10
O=C(CNS(=O)(=O)c1ccc(Br)s1)N1CCCC1,-8
Cc1nnc(Nc2ccccn2)c2ccccc12,-1
O=C(CC(NS(=O)(=O)c1ccc(Cl)cc1)c1ccco1)NC1CCCC1 (stereo not given),-1
O=C(Nc1nnc(SCc2ccccc2)s1)c1ccco1,12
O=S(=O)(CCCc1ccccc1)c1ncn[nH]1,3
COc1ccc2cc(CN(CC3COCCO3)S(=O)(=O)c3ccccc3)c(=O)[nH]c2c1 (stereo not given),-8
CN(C(=O)C12CC3CC(CC(C3)C1)C2)C1CCS(=O)(=O)C1 (stereo not given),-5
COC(=O)c1nn(-c2ccccc2)c(Cl)c1/C=N/OCc1ccc(C)cc1,1
Cc1ccc2nsnc2c1N(S(C)(=O)=O)S(C)(=O)=O,6
CC(C)(C)n1ncc2c(=O)n(CC(=O)Nc3ccc4c(c3)OCCO4)cnc21,-5
COc1ccc(-c2cc(C#N)nc(N3CCN(c4ccccc4)CC3)n2)cc1,6
Cc1cc2ccccc2c(=O)n1CC(=O)Nc1ccc2c(c1)OCCO2,1
Cc1ccnc(NC(=O)c2ccc(N3C(=O)CCC3=O)cc2)c1,-13
Cc1cc(=O)n(CCc2ccccc2)c(O)c1C#N,-4
COc1ccc(OC)c(S(=O)(=O)n2cnc3cc(C)c(C)cc32)c1,-5
CCOC(=O)N1CCN(C(=O)Cn2c(C)cc3ccccc3c2=O)CC1,-2
CCCCCCCCS(=O)c1sc2nc(C)cc(C)c2c1N (stereo not given),3
C#CCSc1nnc(-c2ccc(OC)cc2)o1,-2
N#Cc1ccc(Oc2ccc(/C=N/O)cn2)cc1,-1
CCCCOc1ccc(C(=O)N/C(=C\c2cccc([N+](=O)[O-])c2)C(=O)OC(C)C)cc1,2
Cc1ccc(SCC(=O)NCCSC(C)(C)C)cc1,-2
COc1ccc(Nc2nc(N)nc(CN3CCN(c4ccccn4)CC3)n2)cc1,19
Cc1cc(C)nc(SCC(=O)O)n1,-5
O=C(CSc1nc2ccccc2n1S(=O)(=O)c1ccccc1)N1CCCCC1,-2
CC1(C)Cc2c(sc3c2c(=N)n(Cc2ccco2)c(=O)n3Cc2ccccc2)CO1,16
Cc1ccc(-c2nc3ccccc3[nH]2)s1,8
Cc1cc(C)cc(COn2ccnc2)c1,4
COC(=O)C(C)Oc1ccc(-c2nccc(-c3cccs3)n2)cc1 (stereo not given),-2
CN1CCN(C(=O)CN(Cc2ccc(Cl)cc2)S(C)(=O)=O)CC1,-4
CCOc1ccc2oc(-c3ccccc3)c(C(=O)O)c2c1,2
O=S(=O)(c1cc(-c2nnc(-c3ccc(Br)cc3)o2)ccc1Br)N1CCCCCC1,10
COc1ccc(/C=C2/C(=O)ON=C2c2ccccc2)cc1OC,-5
CCc1nc2ccccc2c(=O)n1NC(=O)c1c(O)c2cccc3c2n(c1=O)CCC3,26
COCCCNC(=O)COc1ccc(-c2nccc(-c3ccccn3)n2)cc1,-3
Cc1ccc(/C=N/Nc2nc(Cl)c(Cl)cc2Cl)s1,-6
COc1ccc(Cl)cc1-n1c(C)cc(C(=O)O)c1C,-5
Cc1nnc(SCC(=O)Nn2cnnc2)s1,-7
CCC(=O)Nc1nnc(CSCc2ccc(F)cc2)s1,1
CCCCNc1cc(=O)n(C)c(=O)n1C,-1
COc1ccc(C(=O)/C=C/Nc2cccc(C)n2)cc1OC,-4
Cc1ccc(C2=NN(C)c3nc4ccccc4n3C2)cc1,2
Cc1ccccc1NC(=O)c1cc(S(=O)(=O)N2CCOCC2)cs1,1
Cc1ccc(C(=O)c2ccc(N3CCOCC3)c(F)c2)cc1,-2
COc1ccccc1CNC(=O)c1csc(Cc2ccc(Cl)cc2)n1,3
CCCC(=O)C1=C(O)C(C(=O)OC)C(C)(C)CC1=NC(C)(C)C (stereo not given),0
COc1ccc(/C=N/N2CCN(C)CC2)cc1OC,6
CC1CN(c2nc3ccccn3c(=O)c2/C=C(\C#N)S(=O)(=O)c2ccccc2)CC(C)O1 (stereo not given),6
COc1ccc(C(=O)N2c3cc4c(cc3C(C)=CC2(C)C)OCO4)cc1,10
O=C(CSc1n[nH]c(-c2ccncc2)n1)NCCc1ccccc1,2
CC(C)C(=O)NCCc1nc2ccccc2n1C,-1
CC(C)(C)c1cc2cccnc2n1Cc1cccc(F)c1,-1
Cn1c(-c2ccc(C=O)s2)nc2c3ccccc3c3ccccc3c21,46*
COc1ccc(Cl)cc1C(=O)n1nc(C)cc1C,-4
O=C(O)CCC(=O)Nc1ccc(N2CCCCC2)c(C(=O)O)c1,-1
C=CCn1c(SCC(=O)NCc2ccccc2)nnc1C1CCCCC1,-4
CN(CCOC(=O)c1ccco1)Cc1ccccc1,-2
CN1CCN(C(=O)c2cnn3c(C(F)F)cc(C4CC4)nc23)CC1,-4
Cn1c(CSCc2ccccc2Cl)nnc1SCC(=O)Nc1nccs1,-7
NC(=O)c1c(NC(=O)Cc2cccs2)sc2c1CCC2,4

# Next section; it opens with the 5 that closed the last part.
Molecule,Artemis inh
C=CCn1c(SCC(=O)NCc2ccccc2)nnc1C1CCCCC1,-4
CN(CCOC(=O)c1ccco1)Cc1ccccc1,-2
CN1CCN(C(=O)c2cnn3c(C(F)F)cc(C4CC4)nc23)CC1,-4
Cn1c(CSCc2ccccc2Cl)nnc1SCC(=O)Nc1nccs1,-7
NC(=O)c1c(NC(=O)Cc2cccs2)sc2c1CCC2,4
CC1(C)CC(N(Cc2ccco2)C(=O)Cc2ccccc2)CCO1 (stereo not given),10
CCCCc1c(C)c2ccc(OC)c(/C(C)=N\O)c2oc1=O,-9
COc1ccc(NC(=O)CCn2nc(C)cc2C)cc1,-4
CCOC(=O)c1cnc(-c2ccccc2)nc1Oc1ccc(C)cc1,8
COc1ccc2[nH]c(=O)c(CN(C(=O)c3ccncc3)C(C)C)cc2c1,-3
CCOc1ccc(CN(C(=O)c2ccco2)C2CCS(=O)(=O)C2)cc1 (stereo not given),-4
CCOC(=O)c1cnc(SCC(=O)N2CCN(c3ccccc3)CC2)nc1N,-4
Cc1cc2ccccc2n1CCNC(=O)c1ccccc1,8
COc1ccccc1CC(=O)NC1CC(C)(C)NC(C)(C)C1,10
CCc1ccccc1NC(=O)c1nnn(CC(=O)Nc2ccccc2C)c1N,1
Cc1ccc(-c2cc(C(F)F)n3ncc(C(=O)Nc4c(C)nn(Cc5c(Cl)cccc5Cl)c4C)c3n2)cc1,32*
COc1ccc(OC)c(NC(=O)CCC(=O)Nc2nnc(C(F)(F)F)s2)c1,-4
CC1CCCC(NC(=O)COC(=O)COc2ccc(Cl)cc2)C1C (stereo not given),3
Cc1ccc(S(=O)(=O)NCC(=O)OCC(=O)c2cccs2)cc1,1
Cc1ccc(-n2ncc(C(=O)O)c2C2CCN(C(=O)OC(C)(C)C)CC2)cc1,8
COc1ccc([N+](=O)[O-])cc1C1NN=C(c2cccc3ccccc23)S1 (stereo not given),13
CC(C)CCOc1ccc(C(CC(N)=O)C(=O)O)cc1 (stereo not given),-3
COc1ccc(N2CCN(C(c3cc(OC)ccc3OC)c3nnnn3CC3CCCO3)CC2)cc1 (stereo not given),-3
CCCCn1c(SCc2ccc(Cl)cc2)nc2c1c(=O)[nH]c(=O)n2C,4
CCOc1cc(C)c(C(C)C)cc1S(=O)(=O)N1CC(C)OC(C)C1 (stereo not given),7
Cc1cc(N(C)C)nc(SC(C)C)n1,-2
COc1ccc(OC)c(S(=O)(=O)N(C)CC(=O)N2CCN(c3cccc(Cl)c3)CC2)c1,5
O=C(Nc1ccc(N2CCN(C(=O)c3ccc(Cl)cc3)CC2)cc1)c1cccnc1,0
CCN(CC)C(=O)COc1ccc(CC(=O)O)cc1OC,-3
COc1ccc(/C=N/NC(=O)Cc2csc(Nc3cccc(C(F)(F)F)c3)n2)cc1C,8
CCOc1cccc(C2C(C(=O)c3ccc(C)o3)=C(O)C(=O)N2Cc2ccncc2)c1 (stereo not given),10
Cc1cc(C(=O)OCC(=O)Nc2cccc(S(=O)(=O)N3CCOCC3)c2)c(C)o1,4
